Bioassay records: PubChem BioAssay, several laboratories
PMI inhibitors: MPI enzyme activity inhibition – biochemical, fluorescence intensity, coupled assay, primary screen (AID 1209) | one-dose inhibition, % at 20 µM; IC50 in µM for titrated hits | purified PMI enzyme, coupled fluorescence intensity; higher % means a stronger effect | 190,000 compounds, 0.42% hits;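 note: plate controls were DMSO vehicle for no effect and wells lacking substrate for full effect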
West Nile antiviral: West Nile virus antiviral activity, cell-based, CPE readout (AID 1621). West Nile virus-infected cells, CPE inhibition; higher % means a stronger effect. one-dose CPE inhibition, % at 10 µM; IC50 in µM for titrated hits. 290,000 compounds, 0.02% hits; in the data active = a potency from the dose series; inconclusive = CPE inhibition mostly from about 3.7% at the one dose, without a potency; inactive = the rest, 99 in 100 with CPE inhibition below about 2.2%; note: strong numbers were not always called active
P. falciparum M17LAP: P. falciparum M17LAP inhibitors, primary screen, biochemical, fluorogenic H-Leu-NHMec substrate, 1536-well (AID 1619). inhibition, % at 30 µM, or IC50 in µM where a hit was titrated. recombinant M17LAP, H-Leu-NHMec fluorogenic kinetic assay; higher % means a stronger effect. 220,000 compounds, 0.38% hits;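 active = compound inhibiting the enzyme by more than half at any dose during confirmatory dose-response retesting; inconclusive = strong single-dose inhibitors picked by rank but not retested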;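 note: plate controls were full reaction with DMSO carrier for no effect and no enzyme background for full effect; strong numbers were not always called active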
PMI inhibition: MPI inhibition at elevated mannose 6-phosphate – biochemical, fluorescence intensity, high mannose 6-phosphate, primary screen (AID 1220). one-dose inhibition, % at 20 µM; IC50 in µM for titrated hits. 190,000 compounds, 0.66% hits. recombinant PMI enzyme, coupled fluorescence intensity; higher % means a stronger effect
P. falciparum M1AAP: malaria alanyl aminopeptidase activity blockers – biochemical, fluorogenic H-Leu-NHMec substrate, 1536-well (AID 1445). recombinant M1AAP, H-Leu-NHMec fluorogenic kinetic assay; higher % means a stronger effect. inhibition, % at 30 µM, or IC50 in µM where a hit was titrated. 220,000 compounds, 0.42% hits;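 active = primary inhibition above the hit cutoff, then over 50% inhibition at one or more dose response concentrations, cut at about 23% in these data, passing the limit was not always enough; inconclusive = conflicting primary data, or primary hits not chosen for dose response; inactive = low primary inhibition, or under 50% at every dose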;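 note: plate controls were DMSO full reaction for no effect and no enzyme background for full effect; strong numbers were not always called active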
TNAP activation fold: stimulation of alkaline phosphatase TNAP activity – biochemical, luminescent, no phosphate acceptor, uHTS, primary screen (AID 1001); purified TNAP, luminescent activation assay, no phosphate acceptor; higher activation fold means a stronger effect; one-dose activation fold at 20 µM; EC50 in µM for titrated hits; 200,000 compounds, 0.03% hits; in the data active = activation fold from about 3, or a potency from the dose series; inactive = the rest, 99 in 100 with activation fold below about 1.6; note: many of its hits are not listed in these tables
K1F lysis inhibition: protection from phage-mediated lysis, alamar blue read-out – E. coli UTI89, K1F phage, bacterial capsule biogenesis inhibitors (AID 488966); one-dose inhibition, % at 100 µM; IC50 in µM for titrated hits; 340,000 compounds, 0.02% hits; E. coli UTI89 K1F phage lysis, alamar blue, 2 h; higher % means a stronger effect;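 active = phage lysis inhibition, versus mean bacterial control, above a set limit; inconclusive = no clear call, values can overlap the other calls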;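 note: capsule biogenesis inhibitors block K1F phage lysis so surviving cells raise fluorescence; higher fluorescence means more inhibition of phage lysis; actives were called in the ten point dose series up to 300 µM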
T cell modulator: T cell immune modulators affecting CD8 T cell-vesicle binding; 330,000 compounds, 0.068% hits; calls only at 7 µM; 2C CD8+ T cell-vesicle binding, flow cytometry; active compounds read low;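 active = response, share of CD8 T cells binding vesicles, and their 90th percentile fluorescence all below set limits, cut at about 80% in these data, passing the limit was not always enough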
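Assay system: 2C TCR transgenic mouse naive CD8+ T cells, MACS-purified | Read-out: CD8+ gate FL2 mean fluorescence as % of same-row positive control | Signal: High-throughput flow cytometry with anti-B7-1 and anti-CD8 staining | Timing: Binding step 1.5 h, 37 °C, antibody labelling 20 min, ice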
RSV CPE inhibition: inhibition of RSV-induced cytopathic effect – HEp-2 cells, primary 10 µM value included (AID 2391). HEp-2 cells, RSV-induced CPE inhibition; higher % means a stronger effect. CPE inhibition, % at 10 µM, or IC50 in µM where a hit was titrated. 310,000 compounds, 0.13% hits; in the data active = a potency from the dose series; inconclusive = CPE inhibition mostly from about 23% at the one dose, without a potency; inactive = the rest, 99 in 100 with CPE inhibition below about 21%; note: strong numbers were not always called active
T cell modulator vesicle-bound %: second read-out of T cell modulator, no call of its own (marks repeat the call); double positive events, %; measured here: CD8+ vesicle-bound cell fraction;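 binding gate set so that unloaded-vesicle control wells show 10% double positive cells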
An asterisk follows results filed as active; i = inactive; ? = inconclusive; / = not tested or not shown; [ ] = another dose, or the depositor's remark. Cut-off read from the data, not from the text of the source, unless noted: active = inhibition above about 50%; inactive = the rest.

SMILES	PMI inhibitors	West Nile antiviral	P. falciparum M17LAP	PMI inhibition	P. falciparum M1AAP	TNAP activation fold	K1F lysis inhibition	T cell modulator	T cell modulator vesicle-bound %	RSV CPE inhibition
Cc1[nH]c(=O)[nH]c(=O)c1S(=O)(=O)N1CCCC(C(=O)N2CCN(c3ccccc3Cl)CC2)C1 (stereo not drawn)	14%	0.2%	14%	12%	-1%	1.1	0.6%	i	18	0.1%
CC(NC(=O)CN(C)Cc1cccs1)c1ccccc1 (stereo not drawn)	-5%	-0.5%	-3%	5%	2%	1.2	0.0%	i	55	1.2%
CN(Cc1ccccc1)c1nc2c(c(=O)n(C)c(=O)n2C)n1CCCc1ccccc1	12%	0.8%	-2%	12%	6%	1.1	-0.6%	i	48	-1.2%
O=C(COC(=O)c1cccs1)Nc1cccc(S(=O)(=O)N2CCOCC2)c1	13%	0.6%	-3%	3%	3%	1.1	-7.8%	i	55	0.1%
COc1cccc(-c2c(C(=O)N/N=C(\C)COc3ccccc3)nnn2-c2nonc2N)c1	/	0.3%	/	/	/	/	0.3%	i	26	2.0%
COCC(=O)Nc1nnc(CCc2ccccc2)s1	11%	0.8%	-3%	10%	5%	1.1	0.2%	i	50	1.8%
Cc1cc(Cl)ccc1OC(C)C(=O)Nc1ccc(S(=O)(=O)Nc2cnc3ccccc3n2)cc1 (stereo not drawn)	16%	0.1%	19%	8%	5%	1	-0.8%	i	50	0.4%
COc1ccc(S(=O)(=O)NCC(=O)N(CC(=O)NCC2CCCO2)Cc2ccc(F)cc2)cc1 (stereo not drawn)	/	-0.2%	/	/	/	/	-0.4%	i	59	0.1%
CC1CCN(C(=O)C(Cc2ccccc2)n2cccc2)CC1 (stereo not drawn)	13%	0.2%	7%	13%	8%	1	-0.8%	i	26	-0.5%
CCOc1ccc(S(=O)(=O)N(CC(N)=O)c2ccc(C)cc2)cc1	7%	0.2%	-1%	5%	1%	1.1	2.3%	i	18	0.9%
O=C(NCCCc1ccccc1)C1CCC(=O)N(CCc2ccc(Cl)cc2)C1 (stereo not drawn)	/	-0.8%	/	/	/	/	-0.1%	i	64	2.5%
COC(=O)c1ccc[n+](CC(=O)Nc2ccc(OC(F)F)cc2)c1	-5%	1.8%	-2%	-38%	4%	1.1	0.5%	i	20	2.2%
CCO[C@H]1OC(C(N)=O)=C[C@@H](C)[C@@H]1CCCO	1%	2.0%	-7%	1%	-1%	1	1.3%	i	37	0.2%
Cc1nc(SCC(=O)c2cccs2)c2oc3ccccc3c2n1	4%	2.6%	0%	0%	8%	1	-0.3%	i	55	17%
CCOC(=O)C1CCCN(C(=O)CS(=O)(=O)Cc2ccccc2)C1 (stereo not drawn)	8%	/	10%	6%	2%	1.1	0.9%	i	61	2.2%

Limited to T cell modulator and PMI inhibition, for some of the entries so far:
Molecule | T cell modulator | PMI inhibition
CC(NC(=O)CN(C)Cc1cccs1)c1ccccc1 (stereo not drawn) | i | 5%
Cc1nc(SCC(=O)c2cccs2)c2oc3ccccc3c2n1 | i | 0%
CCOc1ccc(S(=O)(=O)N(CC(N)=O)c2ccc(C)cc2)cc1 | i | 5%
Cc1cc(Cl)ccc1OC(C)C(=O)Nc1ccc(S(=O)(=O)Nc2cnc3ccccc3n2)cc1 (stereo not drawn) | i | 8%

Next section:
SMILES	PMI inhibitors	West Nile antiviral	P. falciparum M17LAP	PMI inhibition	P. falciparum M1AAP	TNAP activation fold	K1F lysis inhibition	T cell modulator	T cell modulator vesicle-bound %	RSV CPE inhibition
Cc1c(C)c2ccc(OCC(=O)N[C@@H](Cc3c[nH]c4ccccc34)C(=O)O)cc2oc1=O	/	-0.1%	/	/	/	/	0.6%	i	22	1.5%
COCCCNC(=S)N1CCC(C(=O)c2ccc(Cl)cc2)CC1	/	-1.5%	/	/	/	/	0.3%	i	55	6.0%
CCc1cc(OCCN2C(=O)NC(C)(C)C2=O)ccc1Cl	8%	-0.1%	-14%	6%	4%	1.1	0.2%	i	61	2.1%
NC(=O)C1=C[C@@H](c2ccc(Br)cc2)C[C@@H](OCc2ccc(CO)cc2)O1	5%	-0.1%	-1%	27%	5%	1.1	1.2%	i	53	4.8%
CCOc1ccccc1NC(=O)c1oc2ccccc2c1NC(=O)C1CC1	/	0.6%	/	/	/	/	0.0%	i	32	1.6%
COCCCNC(=S)NNC(=O)c1ccccc1Br	6%	0.1%	3%	7%	-5%	2.5	1.3%	i	43	1.1%
Cc1cc(=O)n(Cc2ccccc2)c(O)c1C#N	/	0.7%	/	/	/	/	0.3%	i	52	1.0%
COc1ccc(C(O)P(=O)(OCCC(C)C)c2ccc(N(C)C)cc2)cc1OC (stereo not drawn)	/	0.1%	7%	/	2%	/	3.3%	i	42	3.0%
O=C(N/N=C/c1cc(Cl)ccc1O)c1cccnc1	/	-0.4%	/	/	/	/	0.2%	i	8	0.7%
O=C(NC1CCCCC1)c1sc(=S)n2c1[nH]c(=O)c1ccccc12	51%*	-0.4%	24%	24%	1%	1	-0.8%	i	25	0.9%
COc1cccc(-n2cc(CNCc3cn(C)nc3-c3ccccc3F)cn2)c1	7%	-0.8%	-1%	6%	-1%	1.1	0.2%	i	11	2.2%
COc1cc(/C=C(\C#N)C(=O)Nc2cc(C(F)(F)F)ccc2Cl)ccc1OCC(=O)Nc1cccc(C(F)(F)F)c1	9%	-1.1%	11%	-5%	1%	1.2	i	i	31	2.8%
COc1ccc(C2C(C(N)=O)=C(C)Nc3ncnn32)cc1 (stereo not drawn)	2%	0.3%	5%	6%	4%	1.1	-0.4%	i	32	1.1%
COc1cc(CNc2ccc3[nH]c(=O)[nH]c3c2)ccc1OCc1cccc(C)c1	/	0.7%	/	/	/	/	-0.1%	i	46	7.6%
COC(=O)c1c(C(C)=O)cnc2ccc(Br)cc12	-4%	0.3%	8%	-2%	2%	1.1	0.3%	i	53	0.4%
COc1ccc2[nH]c3c(=O)n(Cc4ccc(C(=O)N5CCCCCC5)cc4)c(=S)[nH]c3c2c1	1%	0.0%	-2%	-3%	-13%	1.1	0.1%	i	36	-1.8%
O=C(Cn1c(CCCO)nc2ccccc21)Nc1ccccc1-c1ccccc1	/	-0.7%	/	/	/	/	0.0%	i	24	3.5%
Cc1ccc(OCCn2cc(C(=O)O)c3ccccc32)cc1	-6%	0.6%	20%	-11%	7%	1.1	0.6%	i	56	-0.4%
CN(C)c1ccc(/C=C2\SC(=O)N(CC(O)Cn3c4ccccc4c4ccccc43)C2=O)cc1 (stereo not drawn)	13%	-1.1%	-5%	3%	3%	0.9	2.3%	i	48	1.4%
CC1=C(C(=O)OC2CCCCCCC2)C(c2ccc(O)cc2)NC(=O)N1 (stereo not drawn)	10%	-0.3%	/	10%	/	1.1	-0.5%	i	17	13%
O=C(OCc1cc2ccccc2[nH]c1=O)c1ccncc1	1%	1.1%	8%	0%	9%	1	0.3%	i	23	0.5%
COCCN1C2=C(C(=O)CC(C)(C)C2)C(c2ccc(OC)c(OC)c2)C2=C1CC(C)(C)CC2=O	/	-1.0%	/	/	/	/	-0.3%	i	11	1.5%
CC[C@@]12C(=O)N(c3cccc(C)c3)C(=O)N1[C@H](c1ccc(OC)cc1)[C@@H]1C(=O)N(C(C)(C)C)C(=O)[C@@H]12	/	-1.1%	/	/	/	/	0.2%	i	18	1.9%
O=C(CCn1c(=S)oc2ccccc21)Nc1cc([N+](=O)[O-])ccc1F	/	-0.6%	/	/	/	/	0.1%	i	58	-0.4%
CC1CCCC(C)N1CCCNC(=O)C1CCCN(c2ncnc3c2nc2n3CCCCC2)C1 (stereo not drawn)	/	-0.1%	/	/	/	/	0.3%	i	19	-1.3%
COCCNC(=O)C12CC3CC(C1)CC(c1ccccc1)(C3)C2	-5%	-1.1%	0%	-8%	-3%	1	-1.0%	i	43	1.4%
Cc1nnc(-c2cnn(C)c2N)n1Cc1ccc2c(c1)OCO2	-9%	-0.1%	4%	9%	-2%	1	0.1%	i	26	-0.5%
Cc1cc(S(=O)(=O)NC2CCCCC2)ccc1OCC(=O)NCC1CCCO1 (stereo not drawn)	-9%	-0.1%	0%	-6%	4%	1.2	-0.1%	i	45	-0.4%
CN(C)C1CCN(C(=O)c2cccc(OC3CCN(S(=O)(=O)N(C)C)CC3)c2)C1 (stereo not drawn)	/	-0.3%	/	/	/	/	1.9%	i	44	-0.2%
O=C(Nc1cccc(S(=O)(=O)N2CCCCC2)c1)c1ccc2c(c1)OCO2	7%	-1.5%	7%	9%	9%	1.2	-0.1%[50 µM]	i	3	6.0%
S=c1[nH]nc([C@@H]2C[C@H]2c2ccccc2)n1-c1ccccc1	1%	-0.4%	3%	7%	0%	1.3	0.2%	i	44	0.5%
O=c1cc(NCc2ccco2)[nH]c(=O)n1-c1ccc(Br)cc1	-22%	-0.6%	1%	-16%	4%	1.1	0.1%	i	56	-1.3%
CCN(CC)S(=O)(=O)c1ccc(NC(=O)CCC2CCCCC2)cc1	11%	/	6%	10%	2%	1.2	0.1%	i	27	12%
CCOc1ccc(NC(=S)NN2C(C)CCCC2C)cc1 (stereo not drawn)	-12%	-0.5%	-3%	-18%	8%	1	0.2%	i	21	1.9%
COc1ccccc1-n1cnnc1SC1CCOC1=O (stereo not drawn)	6%	0.2%	4%	4%	8%	1.1	0.3%	i	3	1.7%
CCCOC(=O)/C(=C\c1ccc([N+](=O)[O-])o1)NC(=O)c1ccccc1	-21%	?	1%	-16%	3%	1	-2.2%	i	24	0.4%
O=C(Nc1ccc(Cl)c(C(F)(F)F)c1)[C@@H]1CC=C[C@@H]2CCN(Cc3ccccc3)C(=O)[C@@H]21	/	0.5%	/	/	/	/	0.7%	i	18	2.5%
CCC(NS(=O)(=O)c1ccc(C)cc1)C(=O)N1CCN(c2ccccn2)CC1 (stereo not drawn)	-4%	-0.3%	1%	-5%	4%	0.9	-1.8%	i	55	0.1%
CCN(CC(=O)Nc1ccc2c(c1)OCCO2)Cc1cc(=O)n2ccsc2n1	-3%	-0.1%	3%	-5%	1%	1.1	0.0%	i	24	1.3%
Cc1ccnc(NC(=O)c2ccc(Cl)c([N+](=O)[O-])c2)c1	-11%	-0.6%	1%	-7%	3%	1.1	0.2%	i	52	1.0%

Compounds as they come; about 1.5% have a hit in one of these screens.
